High-throughput results (PubChem)
NFkB transloc pot: enhances IL-1B driven NFkB nuclear translocation; HUVEC IL-1B NFkB p65 nuclear translocation imaging; activation, % at 2 µM; 0.3% of 94,000 active; AID 819;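 active means activation above 40%, about the mean plus 3 SD, also judged a hit on visual image review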;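 further: percent activation is computed from the nuclear over cytoplasmic p65 intensity ratio; values of inactives mirror those of a sister screen read the other way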
MRP resist rev: compounds reversing MRP-mediated drug resistance. H69AR cells + 2 uM doxorubicin, CellTiter-Glo, 72 h. differential viability (reversal), % at 10 µM. 0.04% of 85,000 active. AID 602;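 active means viability drop by adding the cancer drug above about 55%, with treated viability meeting a 40% cutoff, limit read from the data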;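 further: viability without doxorubicin minus viability with 2 µM doxorubicin for each compound; larger differential means the compound sensitizes cells more to doxorubicin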
NFkB transloc inh: blocks IL-1B driven NFkB nuclear translocation in HUVEC cells | HUVEC IL-1B NFkB p65 nuclear translocation imaging | inhibition, % at 2 µM | 0.43% of 94,000 active;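 active means inhibition above about 30% together with a positive call from visual inspection of the well image, limit read from the data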;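 further: nuclear over cytoplasmic p65 intensity ratio measured by imaging; 0% = IL-1B stimulated DMSO wells and 100% = unstimulated DMSO wells; values of inactives mirror those of a sister screen read the other way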
PLAP inhibition: inhibition of human placental alkaline phosphatase – biochemical, luminescence, HTS (AID 690) | inhibition, % at 20 µM; hits with a dose series show IC50 in µM | 0.08% of 96,000 active | purified PLAP, luminescent substrate; higher % means a stronger effect; in the data active means a potency from the dose series; inactive means the rest, 99 in 100 with inhibition below about 30%; further: strong numbers were not always called active
Bcl-B displacement: displacers of TR3 peptide from Bcl-B, primary screen, selectivity assay for Bfl-1 inhibitor project, biochemical, fluorescence polarization; FP displacement of FITC-TR3 peptide from Bcl-B; higher % means a stronger effect; one-dose displacement, % at 20 µM; IC50 in µM for titrated hits; 0.11% of 96,000 active;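 active means displacement above 50% at 20 µM plus a fluorescence interference ratio under 1.5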;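 further: plate controls were wells without compound for no effect and wells lacking Bcl-B protein for full effect; a part of the inactive calls stands beside numbers as strong as those of hits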
MRP resist rev cytotoxicity: further read-out of MRP resist rev, marked with its call; viability, %; H69AR cells, CellTiter-Glo, 72 h; measured here: cytotoxicity without doxorubicin
MRP resist rev with doxorubicin: also measured in MRP resist rev; calls as there; viability, %; measured here: viability with 2 uM doxorubicin; stronger effect = lower value
NFkB transloc inh cell count 2 µM: second read-out of NFkB transloc inh, no call of its own (marks repeat the call); cell count; measured here: cells passing quality filter;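 raw number of nuclei counted in each imaged well without normalization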
NFkB transloc pot cell count 2 µM: second read-out of NFkB transloc pot, no call of its own (marks repeat the call); cell count; measured here: cells passing quality filter
Numbers without * were called inactive; x = not tested or not shown. An excerpt (hit frequency here may not be typical).

no.	Molecule	NFkB transloc pot	NFkB transloc pot cell count 2 µM	MRP resist rev	MRP resist rev cytotoxicity	MRP resist rev with doxorubicin	NFkB transloc inh	NFkB transloc inh cell count 2 µM	PLAP inhibition	Bcl-B displacement
1	CCN1CCc2c(sc(N)c2C(N)=O)C1	-24	92	x	x	x	24	92	-12%	57%
2	O=C(CSc1nnc(-c2ccccc2)c(-c2ccccc2)n1)N1CCOCC1	-5	72	12	106	94	5	72	-14%	-3%
3	Cn1c(=O)c2c3c(sc2n2cnnc12)CCC3	12	169	13	79	66	-12	169	-8%	20%
4	CCOC(=O)CCc1c(C)c2ccc(OCC(=O)OC(C)C)cc2oc1=O	-4	128	14	92	78	4	128	-24%	-2%
5	COc1ccc(NC(=O)CSc2nnc(-c3ccoc3C)n2CC2CCCO2)cc1 (stereo unspecified)	38	133	17	107	90	-38	133	x	x
6	Cc1ccc(C(c2nnnn2Cc2cccs2)N2CCN(C(=O)c3ccco3)CC2)cc1 (stereo unspecified)	-11	170	-25	65	90	11	170	-51%	1%
7	Fc1ccccc1CNc1ccc(Cl)c(Cl)c1	-8	115	x	x	x	8	115	12%	-13%
8	COC(=O)c1[nH]c2ccc(C)cc2c1NC(=O)CN1CCC(C)CC1	6	162	-7	68	76	-6	162	2%	-10%
9	O=[N+]([O-])c1cccc(-c2nnc3c4ccccc4c4ccccc4n23)c1	15	180	x	x	x	-15	180	9%	-13%
10	CC1CC(N(C(=O)C2CC2)c2ccccc2)c2ccccc2N1C(=O)C1CC1 (stereo unspecified)	-2	197	6	84	78	2	197	-26%	1%
11	CCC(C)(C(=O)NC1CCCC1)N(C(=O)c1cnccn1)c1c(C)n(C)n(-c2ccccc2)c1=O (stereo unspecified)	3	147	5	108	103	-3	147	5%	-8%
12	Cc1ccc(NC(=S)N2CCC(c3nc4ccccc4s3)CC2)cc1	x	x	x	x	x	x	x	-40%	-7%
13	Cc1cc(C(=O)CSc2nc3ccccc3c(=O)[nH]2)c(C)n1C	36	134	-2	85	88	-36	134	-28%	-3%
14	O=C(c1ccco1)N1CCN(C(c2ccccc2F)c2nnnn2Cc2cccs2)CC1 (stereo unspecified)	1	177	2	78	77	-1	177	-43%	-5%
15	COc1ccc(OC)c(-n2c(-c3cccc(O)c3)n[nH]c2=S)c1	11	168	8	93	84	-11	168	4%	-1%
16	COCC(=O)Nc1nc(-c2ccc(C)cc2)c(C)s1	-2	72	12	94	82	2	72	x	x
17	CC(=O)NCCn1c(SCC(=O)OCc2ccccc2)nc2ccccc2c1=O	-5	134	-8	86	94	5	134	-32%	16%
18	COc1ccc(-c2cc(NCc3ccccn3)n3ncnc3n2)cc1	x	x	-8	86	94	x	x	x	-4%
19	CC(C)Cc1nc2oc3c(N4CCN(C)CC4)ncnc3c2c2c1CCCC2	20	74	-3	84	88	-20	74	-46%	-1%
20	CCOc1ccc2nc(SCC(=O)N(C)C)[nH]c2c1	23	188	8	95	87	-23	188	-1%	-8%
21	Cc1csc2nnc(N)n12	-9	91	2	95	92	9	91	-1%	2%
22	Cc1cccc(NC(=O)COc2ccccc2)c1	0	146	18	100	82	0	146	9%	-10%
23	CC(C)(C)Oc1ncc(Br)c(OC(C)(C)C)n1	7	156	10	94	84	-7	156	13%	-7%
24	O=S(=O)(Nc1ccncc1Cl)c1ccccc1	30	137	15	97	82	-30	137	-1%	10%
25	Cc1ccc(-c2n[nH]c(=O)c3ccccc23)cc1S(=O)(=O)N(C)CCO	6	114	-8	71	79	-6	114	-50%	-5%
26	COc1ccc2c(c1)N(C(=O)CSc1n[nH]c(C)n1)C(C)(C)C=C2C	25	140	11	97	86	-25	140	-85%	-2%
27	C=CCNC(=O)C1CC(c2cccc(OC)c2)=NO1 (stereo unspecified)	-25	92	-6	3	9	25	92	13%	-13%
28	O=C(c1cccnc1)N1CCC(c2nc3ccccc3[nH]2)CC1	21	99	8	106	97	-21	99	-9%	4%
29	COc1ccccc1NC(=O)C(C)NS(=O)(=O)c1ccccc1 (stereo unspecified)	-8	25	2	104	102	8	25	-11%	-2%
30	CCc1cccc(NC(=O)Nc2cccs2)c1	2	170	16	92	77	-2	170	2%	-5%
31	COc1cccc(NC(=O)CSc2nc3n[nH]c(C)c3c(=N)n2-c2cccc(OC)c2)c1	32	165	-3	59	61	-32	165	-43%	-1%
32	COc1ccc(-c2nnc(Sc3nc4ccccc4o3)c3ccccc23)cc1	2	117	x	x	x	-2	117	x	4%
33	O=C(c1cn(-c2ccccc2)nc1-c1ccccc1)N1CCOCC1	x	x	-3	88	92	x	x	-4%	14%
34	Cc1noc(C)c1S(=O)(=O)N1CCCC(C(=O)NCCC2=CCCCC2)C1 (stereo unspecified)	-2	161	x	x	x	2	161	5%	-7%
35	COc1ccc2sc(C)nc2c1NC(C)=O	3	210	15	90	75	-3	210	2%	-2%
36	COCCN1Cc2cccc(C(=O)Nc3c(C)cc(C)cc3C)c2C1=O	3	183	-14	79	94	-4	183	7%	-9%
37	CC(=O)/C(C[N+]1(C)CCCCC1)=N\O	25	147	18	97	79	-25	147	21%	-4%
38	O=C(Nc1ccccc1)N(C1=NCCCCS1)c1ccccc1	1	94	-2	86	88	-1	94	15%	-9%
39	CCC(CC)c1nnc(NC(=O)c2cccc(S(=O)(=O)N3CCc4ccccc43)c2)s1	-6	170	-21	53	74	6	170	-16%	-8%
40	CC(NC(=O)Cn1ccsc1=N)C12CC3CC(CC(C3)C1)C2 (stereo unspecified)	-6	200	2	79	78	6	200	32%	3%
41	O=c1/c(=C/c2cccc3ccccc23)sc2ncnn12	1	87	0	78	78	-1	87	-7%	-3%
42	CCCN1C(=O)S/C(=C\c2ccc(N3CCOCC3)cc2C)C1=O	-1	119	x	x	x	1	119	-12%	-32%
43	CCOC(=O)C1=C(C)N=C2SC(C)C(=O)N2C1c1ccc(OC(C)=O)c(OC)c1 (stereo unspecified)	9	126	x	x	x	-9	126	x	x
44	Cc1sc2ncnc(N3CCOCC3)c2c1C	-12	151	14	106	91	12	151	24%	-5%
45	O=C(O)COCc1nc2ccccc2[nH]1	-11	201	-8	95	103	11	201	-5%	-11%
46	CCCC(O)(CCN(C)C)c1ccc(OC)cc1 (stereo unspecified)	24	141	-1	95	96	-24	141	12%	-6%
47	COc1cccc2cc3c(=O)n(-c4ccccc4)nc-3oc12	4	153	1	55	54	-4	153	-2%	-6%
48	O=C(c1cnc2c(c1)COc1ccc(Cl)cc1-2)c1ccccc1O	5	127	10	96	86	-5	127	x	x
49	COc1ccccc1CN1CC(C(=O)NCC2CCCO2)CC1=O (stereo unspecified)	-29	53	x	x	x	29	53	13%	13%
50	O=c1c2ccccc2c(C=NCCO)c(O)n1-c1ccccc1	18	101	x	x	x	-18	101	-1%	1%
51	Cn1cccc1Cc1nnc(SCC(=O)NCC2CCCO2)n1CCc1ccccc1 (stereo unspecified)	x	x	1	98	97	x	x	-46%	-11%
52	Cc1cc(C(=O)CSc2nncs2)c(C)n1-c1c(C)n(C)n(-c2ccccc2)c1=O	9	177	24	89	65	-9	177	-38%	12%
53	CCn1cc(C(=O)NCC2CCCO2)c(=O)c2cc(S(=O)(=O)N(C)C)ccc21 (stereo unspecified)	-4	47	x	x	x	4	47	x	x
54	c1cnc(Nc2nc(-c3ccc4ccccc4c3)cs2)nc1	-13	102	x	x	x	13	102	-10%	-8%
55	O=C(CSc1nc2ccccc2s1)N1CCCCC1	23	163	-14	76	90	-23	163	-35%	2%
56	COc1cc(C)c(Cl)cc1S(=O)(=O)n1cnc2ccccc21	-14	143	-30	40	70	14	143	-22%	6%
57	Cc1cccn2c(=O)c3cc(C(=O)NCCCN4CCOCC4)n(C)c3nc12	x	x	-12	89	101	x	x	-2%	-3%
58	CCc1nc2ccccc2c(C(=O)OCCN2C(=O)c3ccccc3C2=O)c1C	2	200	13	77	64	-2	200	-13%	-12%
59	COc1ccccc1NC(=O)CN(C)S(=O)(=O)c1ccc(F)cc1	22	126	-4	91	95	-22	126	4%	-17%
60	CC1Cc2nc(SCC(=O)Nc3ccc4c(c3)OCO4)n(CCc3ccccc3)c(=O)c2S1 (stereo unspecified)	x	x	8	89	81	x	x	-48%	0%

Results in sequence from the list.
Bcl-B displacement, nos. 42 to 51 → -32%, x, -5%, -11%, -6%, -6%, x, 13%, 1%, -11%

Ordered by the number under PLAP inhibition (high to low): 3 of the compounds above.
item | Molecule | PLAP inhibition
49 | COc1ccccc1CN1CC(C(=O)NCC2CCCO2)CC1=O (stereo unspecified) | 13%
59 | COc1ccccc1NC(=O)CN(C)S(=O)(=O)c1ccc(F)cc1 | 4%
51 | Cn1cccc1Cc1nnc(SCC(=O)NCC2CCCO2)n1CCc1ccccc1 (stereo unspecified) | -46%

(cont.)
no.	Molecule	NFkB transloc pot	NFkB transloc pot cell count 2 µM	MRP resist rev	MRP resist rev cytotoxicity	MRP resist rev with doxorubicin	NFkB transloc inh	NFkB transloc inh cell count 2 µM	PLAP inhibition	Bcl-B displacement
61	O=C(c1ccccc1Oc1nnnn1-c1ccccc1)N1CCOCC1	-12	101	-10	76	86	12	101	17%	31%
62	CC(=O)Nc1nc(-c2ccccc2)ns1	-1	183	0	88	88	1	183	x	x
63	CCC(C)(C(=O)NC1CCCC1)N(Cc1ccco1)C(=O)c1ccccn1 (stereo unspecified)	22	130	15	86	71	-22	130	13%	2%
64	Cc1onc(-c2ccccc2Cl)c1C(=O)Nc1cccc2cccnc12	-7	93	-10	74	84	7	93	17%	-7%
65	Cc1nn(CCOc2ccccc2)c(=O)n1-c1cccc(F)c1	4	111	x	x	x	-4	111	21%	-4%
66	Cc1c(OCc2nn[nH]n2)ccc2c3c(c(=O)oc12)CCCC3	3	116	-10	100	109	-3	116	1%	6%
67	O=C(c1cc2nc(-c3ccco3)cc(C(F)(F)F)n2n1)N1CCN(c2ccccc2)CC1	x	x	8	107	99	x	x	-25%	26%
68	COC(=O)C1=NN(N=O)C2(CC(=O)N(c3cc(C)cc(C)c3)C2=O)C1 (stereo unspecified)	11	194	5	91	87	-11	194	-29%	8%
69	Cc1ccc(S(=O)(=O)NCCc2ccccc2)cc1	-5	180	8	106	98	5	180	43%	-3%
70	CC(=O)Nc1nonc1NC(=O)CSc1ccccn1	19	94	10	96	86	-19	94	-28%	10%
71	O=C(Nc1ccc(N2CCCCC2)cc1)c1ccc2c(c1)OCCO2	12	203	18	94	76	-12	203	32%	-1%
72	Cc1cc(C)nc(Nc2ccc(N3CCOCC3)cc2)n1	-9	195	x	x	x	9	195	5%	38%
73	COC(=O)C1(C)NC(c2ccco2)C2C(=O)N(c3ccc(C)cc3)C(=O)C21 (stereo unspecified)	19	131	-11	69	80	-19	131	-1%	-3%
74	C/C(=N\N=C(/N)SC1CC(=O)N(c2ccccc2)C1=O)c1cccs1 (stereo unspecified)	2	115	x	x	x	-2	115	-16%	-3%
75	COC(=O)c1ccc(OC(=O)C2CC(=O)N(c3cccc(C)c3)C2)cc1 (stereo unspecified)	-2	116	7	91	83	2	116	-29%	-14%
76	Cc1c(C(=S)Nc2ccccc2)cnn1-c1ccccc1	7	136	x	x	x	-7	136	-3%	7%
77	CCN1C/C(=C\c2cccc(C)c2)c2nc3ccccc3c(C(=O)O)c2C1	10	170	x	x	x	-10	170	-9%	17%
78	Nc1nonc1-n1nnc(C(=O)c2ccccc2)c1-c1ccccc1	-14	93	1	85	85	14	93	55%	-10%
79	COc1ccc(Cn2nnnc2CN2CCOCC2)cc1	2	85	-2	92	94	-2	85	x	x
80	O=C(CNCC1CCCO1)Nc1ccccc1N1CCCCCC1 (stereo unspecified)	3	145	3	82	79	-3	145	-34%	-7%
81	Cc1ccc(C)c(Cn2c(CO)nc3ccccc32)c1	23	120	12	73	61	-23	120	7%	-7%
82	COC(=O)C(Cc1ccccc1)NC(=O)CSc1nc(N)cc(=O)[nH]1 (stereo unspecified)	-1	125	-7	82	88	1	125	-13%	16%
83	Cn1nnnc1SCC(=O)Nc1ccccc1Cc1ccccc1	-1	174	6	98	92	2	174	13%	4%
